L929 necroptosis = inhibitors of zVAD-triggered necroptosis, primary screen, L929 cells; actives 0.38% (n = 220,000); viability rescue, % at 10 µM; L929 zVAD necroptosis rescue, ATP luminescence, 24 h; with zVAD 60 µM;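 active means activation, scaled between plate controls, above about 75%, limit read from the data; inactive means activation under that limit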;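 further: 0% = zVAD with DMSO and 100% = DMSO alone without zVAD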
FXIIa inh 1536 = human FXIIa protease inhibitors, primary screen, biochemical, 1536-well | Coagulation factor XII (Homo sapiens), P00748 | purified FXIIa, Boc-QGR-AMC fluorogenic substrate, 2 h | inhibition, % at 5 µM | actives 0.3% (n = 220,000) | AID 800, 2007; in the data active means inhibition above about 40%;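 further: 0% = enzyme with no compound and 100% = blank without enzyme; many of its hits are not listed in these tables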
Cl transport mod = KCC2 cotransporter modulators, thallium flux, primary screen, cell-based, HEK293 KCC2, FluoZin-2 fluorescence, MLSMR | KCC2 cells, thallium flux FluoZin-2 fluorescence | B-score of Tl+ flux slope (higher = more flux/activation; lower = inhibition) at 10 µM | actives 2.2% (n = 190,000) | AID 1456, 2008;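 active means thallium flux slope and its plate-corrected score both differing from the plate sample mean at a set confidence after two filtering rounds, in either direction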;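 further: slope of fluorescence scaled to starting intensity during 10 to 20 s after thallium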
Target sequence (Q9H2X9 whole entry, looked up): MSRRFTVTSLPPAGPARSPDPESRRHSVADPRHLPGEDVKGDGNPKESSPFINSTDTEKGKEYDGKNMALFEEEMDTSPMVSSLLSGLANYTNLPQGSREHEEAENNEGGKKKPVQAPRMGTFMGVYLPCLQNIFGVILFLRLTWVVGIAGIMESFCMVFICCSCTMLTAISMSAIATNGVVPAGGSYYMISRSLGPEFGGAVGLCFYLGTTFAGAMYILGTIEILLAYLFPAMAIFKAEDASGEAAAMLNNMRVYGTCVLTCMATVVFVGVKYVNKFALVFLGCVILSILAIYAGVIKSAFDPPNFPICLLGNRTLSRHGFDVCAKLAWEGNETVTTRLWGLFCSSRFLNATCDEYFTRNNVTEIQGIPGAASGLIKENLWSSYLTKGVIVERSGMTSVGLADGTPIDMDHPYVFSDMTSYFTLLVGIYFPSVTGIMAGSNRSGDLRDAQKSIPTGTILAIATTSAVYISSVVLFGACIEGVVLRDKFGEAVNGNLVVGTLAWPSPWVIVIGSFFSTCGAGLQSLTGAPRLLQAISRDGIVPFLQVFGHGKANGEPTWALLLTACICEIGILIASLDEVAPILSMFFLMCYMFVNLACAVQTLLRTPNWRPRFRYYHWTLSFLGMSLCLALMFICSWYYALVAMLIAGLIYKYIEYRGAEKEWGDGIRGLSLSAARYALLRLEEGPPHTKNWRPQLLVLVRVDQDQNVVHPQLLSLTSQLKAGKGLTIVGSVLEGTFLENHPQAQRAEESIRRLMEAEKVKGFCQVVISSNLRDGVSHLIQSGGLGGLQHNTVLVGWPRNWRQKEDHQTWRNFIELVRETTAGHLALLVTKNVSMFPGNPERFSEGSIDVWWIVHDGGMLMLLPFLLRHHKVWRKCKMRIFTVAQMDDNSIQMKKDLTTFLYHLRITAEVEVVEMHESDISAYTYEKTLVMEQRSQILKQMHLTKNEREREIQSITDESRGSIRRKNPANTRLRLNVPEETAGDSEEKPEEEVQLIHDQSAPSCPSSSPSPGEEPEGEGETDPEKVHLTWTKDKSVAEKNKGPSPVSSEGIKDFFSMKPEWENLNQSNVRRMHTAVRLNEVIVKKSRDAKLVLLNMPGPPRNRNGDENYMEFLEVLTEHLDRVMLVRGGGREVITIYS
Rad51 HR inh = human RAD51 strand exchange inhibitors, primary screen, biochemical, fluorescence; DNA repair protein RAD51 homolog 1 (Homo sapiens), Q06609; hRad51 DNA strand exchange, fluorescence dequenching; inhibition, % at 10 µM; actives 0.085% (n = 200,000); AID 1385, 2008;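 active means inhibition above 40% at the single screening dose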;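 further: 0% = DMSO control wells and 100% = blanks with heterologous ssDNA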
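Material: hRad51 filaments on single-stranded DNA; Reagent: Donor/quencher-labelled 47-bp dsDNA substrate; Compound: 10 µM final, single point; Schedule: 37 °C 15-min filament assembly, 30-min compound preincubation, 15-min exchange; Technique: FRET fluorescence, excitation 485 nm, emission 520 nm; Benchmarks: control wells and blank wells on each plate.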
FXIa inh = human FXIa protease inhibitors, primary screen, biochemical, 1536-well | Coagulation factor XI (Homo sapiens), P03951 | purified FXIa, Boc-Glu-Ala-Arg-AMC fluorogenic substrate | inhibition, % at 5 µM | actives 0.14% (n = 220,000);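 active means inhibition of at least 40%; inactive means inhibition below 40%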;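 further: fluorescence of freed AMC excited at 355 nm; 0% = enzyme without compound and 100% = no enzyme blank; many of its hits are not listed in these tables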
Hck-Nef inh = inhibitors of Nef-activated human Hck kinase, primary screen, biochemical, Z-Lyte FRET, 384-well, Hck-YEEI; actives 0.68% (n = 220,000); AID 463187, 2010; Recombinant Hck-YEEI plus Nef, Z-Lyte FRET kinase assay; inhibition, % at 20 µM; Tyrosine-protein kinase HCK (Homo sapiens), P08631;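 active means Hck-Nef kinase inhibition above about 50%, limit read from the data; inactive means inhibition below that limit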;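 further: 0% = DMSO with Hck plus Nef and 100% = Hck alone without Nef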
TNF necrop inh = inhibitors of TNF-alpha triggered necroptosis, primary screen, cell-based, Jurkat FADD-/-, single concentration; Jurkat FADD-/- TNF necroptosis rescue, ATP luminescence, 24 h; 0 = TNF only, 100 = no-TNF cells; activation (protection from cell death), % at 10 µM; actives 0.068% (n = 220,000);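 active means activation, meaning protection from cell death, of at least 50% relative to plate controls; inactive means activation below 50%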;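 further: necroptosis triggered by 40 ng/mL TNF-alpha added together with compound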
KLK5 inh = human KLK5 protease inhibitors, primary screen, biochemical, 1536-well; Kallikrein-5 (Homo sapiens), Q9Y337; recombinant hK5, fluorogenic AMC substrate cleavage; inhibition, % at 5 µM; actives 0.59% (n = 210,000);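 active means inhibition of 40% or more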;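 further: 0% = enzyme controls without compound and 100% = no-enzyme blanks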
thrombin 1536 = human alpha-thrombin inhibitors, primary screen, counter-screen for coagulation protease inhibitor project, biochemical, 1536-well, fluorogenic AMC substrate; AID 1046, 2008; actives 0.26% (n = 220,000); Boc-VPR-AMC fluorogenic substrate cleavage; Prothrombin (Homo sapiens), P00734; inhibition, % at 5 µM;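 active means inhibition at or above 40%; inactive means inhibition below 40%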;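 further: 0% = enzyme with no compound and 100% = wells without enzyme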
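Test system: human alpha-thrombin; medium: pH 7.5 Tris-saline with Tween 20; times: reaction at room temperature; signal: AMC fluorescence at 355 nm excitation and 460 nm emission; also added: Boc-VPR-AMC substrate, 15 µM final; dosing: one concentration per compound, 5 µM, with 0.2% DMSO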
* marks the source's active call; other numbers are inactive results; x = not tested or not shown. The list is partial. The share of hits here may be higher or lower than overall.

Value order – L929 necroptosis	FXIIa inh 1536	Cl transport mod	Rad51 HR inh	FXIa inh	Hck-Nef inh	TNF necrop inh	KLK5 inh	thrombin 1536
O=C(Nc1sccc1C(=O)NCc1ccco1)c1cccnc1
    -0.1	9	x	5	2	2	-3.4	-20	-1
Cc1nn(C)c(C)c1NC(=O)c1cnn2c(C(F)F)cc(-c3ccccc3)nc12
    1.4	2	-1.2	12	-3	13	0.4	-4	-9
CC(=O)Nc1ccc(OC(=O)c2cccnc2)cc1
    0.3	-1	x	5	-7	0	-1.2	1	-3
Cc1cc(C)c2c(N)c(C(=O)N/N=C/c3cccs3)sc2n1
    9.9	-2	-0.011	-6	-2	38	5.4	0	-4
Cc1cc(=O)n2[nH]c(-c3ccc(Cl)cc3)cc2n1
    0.8	18	-0.0026	-7	2	-1	-2.5	-11	2
c1ccc(-n2cnc3cc(NCc4ccncc4)ccc32)cc1
    83*	13	-4.4*	-1	20	7	0.6	6	2
COC(=O)C(C(=O)OC)c1ccc(-n2cccc2)cc1
    1.2	-3	-1.5	3	-1	-7	0.8	-18	3
CCN(CC)S(=O)(=O)c1cccc(-c2nnc(SCc3nnc(-c4cccs4)o3)n2N)c1
    -0.3	0	-2.2	2	-7	1	-1.9	3	-5
CCC(=O)c1ccc(OCC(O)Cn2cnc3ccccc32)cc1 (stereo unspecified)
    0.1	14	-0.66	2	6	0	-4.9	-18	-1
O=C(CCN1C(=O)/C(=C/c2cccc(Br)c2)SC1=S)Nc1cccnc1
    4.6	4	0.0025	5	-3	26	0.8	7	-13

Entries of single compounds as entered above. Screens in order: L929 necroptosis	FXIIa inh 1536	Cl transport mod	Rad51 HR inh	FXIa inh	Hck-Nef inh	TNF necrop inh	KLK5 inh	thrombin 1536
`COC(=O)C(C(=O)OC)c1ccc(-n2cccc2)cc1` reads 1.2	-3	-1.5	3	-1	-7	0.8	-18	3
`CC(=O)Nc1ccc(OC(=O)c2cccnc2)cc1` reads 0.3	-1	x	5	-7	0	-1.2	1	-3
`Cc1nn(C)c(C)c1NC(=O)c1cnn2c(C(F)F)cc(-c3ccccc3)nc12` reads 1.4	2	-1.2	12	-3	13	0.4	-4	-9

(list continues)
Value order – L929 necroptosis	FXIIa inh 1536	Cl transport mod	Rad51 HR inh	FXIa inh	Hck-Nef inh	TNF necrop inh	KLK5 inh	thrombin 1536
Cc1ccccc1CNC(=O)c1cc(COc2ccc(F)cc2F)on1
    0.4	9	-2.2	-39	-1	5	0.2	x	-4
C/C(=N\NC(=O)c1nc2ccccn2c1C)c1cc2ccccc2o1
    7.5	9	16*	10	1	19	1.8	-5	2
CCCc1cc(C(=O)NCc2cccs2)no1
    -0.2	10	0.95	3	-2	18	7.0	-14	-6
COc1ccc2nc(Nc3nc4ccc(NC(C)=O)cc4s3)sc2c1
    0.6	-9	-0.016	-22	-1	5	4.0	-121	-13
O=C1C2C3C=CC(CC3)C2C(=O)N1/N=C/c1ccc(O)c(O)c1 (stereo unspecified)
    3.8	4	1.3	-4	9	2	-1.7	3	1
O=C(NCCCn1ccnc1)c1cc(-c2ccccc2)on1
    39	3	-0.14	21	3	-12	-6.8	-6	-3
CCOC(=O)C(C)Sc1nc(-c2ccccn2)ncc1OC (stereo unspecified)
    0.1	3	-1.4	-2	-2	-5	-0.9	-4	-3
CCCS(=O)(=O)N1CCCC(C(=O)NCCN2CCC(Cc3ccccc3)CC2)C1 (stereo unspecified)
    -0.2	14	-1	-5	1	0	-6.0	-17	-1
O=C(COc1ccc(-c2nnco2)cc1)N1CCN(S(=O)(=O)c2ccccc2)CC1
    0.4	22	0.53	3	22	1	-0.8	22	16
Cc1ccc2c(n1)sc1c(N)ncnc12
    0.6	9	x	0	-4	1	-0.1	-10	-1
Cn1cccc1CC(=O)NNC(=O)Nc1cccc(Cl)c1
    1.1	5	0.18	x	-1	1	1.7	-29	-5
O=C(CCCCCNc1nc(=S)[nH]c2ccccc12)NCCc1ccccc1
    1.2	10	-0.84	0	8	3	1.7	-27	0
CC(=O)N1N=C(c2cccs2)CC1c1ccco1 (stereo unspecified)
    -1.0	9	-0.081	15	2	22	0.0	-5	-7
CCN1C(=O)C(CC(=O)NC)N(NC(=O)c2ccccc2)C1=S (stereo unspecified)
    -0.3	19	-0.069	x	13	1	1.2	23	16
O=C(Cn1cc([N+](=O)[O-])cn1)NCCc1c[nH]c2ccccc12
    1.3	-2	0.56	-1	1	15	1.6	-7	-2
CC(C)(C)c1cn(-c2ccccc2)c(=S)[nH]1
    -0.1	21	1.7	-9	4	0	0.2	-4	1
CCN1C(=O)C(C)S/C1=N\S(=O)(=O)c1ccc(F)cc1 (stereo unspecified)
    0.5	24	0.01	31	5	-2	0.0	26	11
COc1ccccc1CN1CC(C(=O)NCc2cccnc2)CC1=O (stereo unspecified)
    -0.6	-2	-0.32	8	3	-10	-0.1	-10	-2
CC1(C)OC(=O)N(CCc2ccccc2)C1(C)O (stereo unspecified)
    3.0	0	0.24	-2	-7	-11	2.8	-19	-8
CCN(CC)c1ccc(NC(=O)CCNC(=O)c2ccco2)cc1
    1.2	3	0.48	6	-7	2	0.8	-26	-6
COc1ccc(-c2c([C@H]3[C@H]4C=CC[C@@H](C)[C@@H]4C(=O)N3Cc3ccccc3)ccc3ccccc23)cc1
    0.7	8	-0.65	7	3	27	-2.2	2	1
O=S(=O)(NCC1CCCO1)c1cccc(S(=O)(=O)N2CCCC2)c1 (stereo unspecified)
    1.0	13	x	9	-8	-1	0.3	-29	0
CC(=O)Nc1ccc(NC(=O)c2cc(-n3cnnc3)ccc2Cl)cc1
    0.4	8	1.2	x	1	7	0.1	x	-1
COc1ccc(N(CN2C(=O)C3CCCCC3C2=O)C(=O)c2ccco2)cc1 (stereo unspecified)
    0.0	4	-0.078	10	-1	8	1.4	-2	3
CC(/C=N/NC(=O)CSc1n[nH]c(=O)[nH]c1=O)=C\c1ccccc1
    -0.2	10	0.37	19	2	-2	-0.3	2	-1
O=C(c1ccc(CNc2c(NC3CCCCC3)c(=O)c2=O)cc1)N1CCc2ccccc21
    3.1	-1	0.39	-3	-9	9	-1.4	8	-7
CCn1c(CNc2ccc(C)cc2)nnc1SCC(=O)NCc1ccccc1
    0.1	6	-0.35	x	2	0	-0.7	0	2
CCOC(=O)c1c(-c2ccccc2)csc1NC(=O)CCN1CCOCC1
    0.0	8	0.04	4	8	-1	-1.2	-12	-3
CCCCn1nnnc1NCc1cccc(OC)c1OC
    -0.2	14	2	-5	1	-1	-2.9	-10	1
COc1cc(C(=O)NNC(=S)NC(=O)c2ccc(F)cc2)cc(OC)c1OC
    -0.1	1	6.5*	19	0	-1	3.5	-12	-9
O=C(/C=C/c1ccco1)NCC(=O)N/N=C/c1ccc([N+](=O)[O-])cc1
    1.2	10	-0.021	13	5	29	-1.0	-1	-4
Cc1nn(CC(=O)NCC2CCCO2)c(C)c1[N+](=O)[O-] (stereo unspecified)
    0.1	4	0.25	8	-4	12	-0.4	1	-13
NS(=O)(=O)c1ccc(CCNC(=O)C2CCN(S(=O)(=O)c3ccc(Br)s3)CC2)cc1
    3.1	1	0.26	17	-7	17	-0.1	-4	4
Cn1c(=O)c2c(nc(N3CCCCCC3)n2CC(O)COc2ccccc2)n(C)c1=O (stereo unspecified)
    0.1	12	0.017	2	2	2	-6.0	16	-5
COc1ccc(N2CCN(C(CNC(=O)OCc3ccccc3)c3ccco3)CC2)cc1 (stereo unspecified)
    0.1	11	-2.4	3	2	2	0.8	-1	-7
COc1ccc(-n2nc(C(=O)NCC(=O)NCc3ccco3)c3ccccc3c2=O)c(OC)c1
    0.0	-4	x	6	-4	2	2.5	-14	0
O=C(CS(=O)(=O)c1cn(Cc2ccc(F)cc2)c2ccccc12)N1CCCCC1
    -0.5	-9	-1.5	-5	-9	3	-1.1	-19	-4
COC(=O)c1ccc(CC(=O)c2ccc(O)cc2O)o1
    0.3	7	-0.84	-16	2	0	-3.8	3	2
COC(=O)C1CCN(S(=O)(=O)c2cn(C)c(=O)n(C)c2=O)CC1
    0.6	7	-3.4*	-6	-5	0	-0.8	-33	-7
CCOc1ccc(-n2c(SCc3ccc(C#N)cc3)nnc2-c2cccnc2)cc1
    -0.3	13	-0.89	-4	-2	1	-1.9	-4	-4
CCOC(=O)C(NC(C)=O)(Nc1ccc(S(=O)(=O)Nc2cc(C)nc(C)n2)cc1)C(F)(F)F (stereo unspecified)
    0.8	11	0.66	4	0	1	-0.8	-1	1
O=C(Oc1ccc(Br)cc1C(=S)N1CCCC1)c1ccccc1F
    -0.3	0	-2.5	-22	5	10	-0.7	-15	-7
COc1ccc(-c2[nH]c3ccccc3c2SCCN)cc1
    1.4	5	-1.2	x	0	12	-5.9	-3	1
O=c1[nH]c2ccc(NC(=S)Nc3ccccc3)cc2[nH]1
    -0.3	12	2.6	-2	3	2	-1.6	x	2
COC(=O)/C=C1\N/C(=N\c2nc(C)cc(C)n2)N(c2ccc(C)cc2)C1=O
    0.2	17	0.26	18	18	3	-12	-7	1
